Bioassay records (PubChem)
GALK inh: inhibitors of human galactokinase. AID 1868. Potency, µM (titrated, usually from 57.5 µM), for inactives: at the highest dose activity change, negative = inhibition, usual class: inhibitors. Purified GALK, Kinase-Glo residual ATP luminescence. 0.007% of 270,000 active; note: potency is the fitted concentration of half-maximal effect; % is set by controls: 0 for no effect and ±100 for the full control effect
Target sequence (P51570 whole entry, looked up): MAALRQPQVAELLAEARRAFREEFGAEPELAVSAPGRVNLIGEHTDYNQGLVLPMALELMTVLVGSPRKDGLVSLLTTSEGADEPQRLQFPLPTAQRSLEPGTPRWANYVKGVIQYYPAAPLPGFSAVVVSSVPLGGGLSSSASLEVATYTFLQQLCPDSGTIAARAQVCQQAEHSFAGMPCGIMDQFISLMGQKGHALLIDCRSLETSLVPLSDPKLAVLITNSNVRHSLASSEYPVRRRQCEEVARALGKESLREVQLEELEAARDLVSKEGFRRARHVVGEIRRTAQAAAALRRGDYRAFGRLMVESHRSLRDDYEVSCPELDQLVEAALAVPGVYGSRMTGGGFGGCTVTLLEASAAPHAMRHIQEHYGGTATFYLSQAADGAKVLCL
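Quantitative HTS: GALK 5 nM, ATP 35 uM, galactose 100 uM, 1 h room temperature, then luciferase-based ATP detection.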
TCR act: activates T cell receptor signaling | 330,000 tested, under 10 active | primary human leukocytes, anti-CD3, IL-2 HTRF, 48 h | Potency, µM (highest dose often 9.22 µM), inactives show at the top dose activation of IL-2 secretion, most hits filed as activators | AID 504894; note: % of control where 0% means no effect
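48 hr co-incubation of compounds, a-CD3 beads and primary human leukocytes; IL-2 quantified homogeneously by HTRF with anti-IL-2 K and d2 conjugates.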
Coupling enz: counter-screen for Giardia aldolase inhibitors: coupling enzyme system; coupling enzyme system counterscreen, AmpLite Red fluorescence; activity change, negative = inhibition, % at 58.2 µM, hits read low; 0.67% of 290,000 active; AID 2472; in the data active = activity change below about -30%; note: % is set by controls: 0 for no effect and ±100 for the full control effect
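Coupling enzymes only (glyceraldehyde-3-phosphate) + compound, at 57.5 uM final, 10 min RT; add substrate/coupling/AmpLite Red mix, 20 min RT; fluorescence ex 525/em 598 nm. Actives flag coupling-system interference.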
Tb PFK inh: blocks T. brucei phosphofructokinase. O15648. T. brucei PFK, ADP-Glo luminescence. Potency, µM (series often up to 57.5 µM), for the others: at the highest dose activity, negative = inhibition, actives largely listed as inhibitors. 0.17% of 330,000 active. AID 485367;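 note: potency is the fitted concentration of half-maximal effect; 0% = uninhibited 1x PFK enzyme wells and -100% = no-enzyme wells; nearly all actives have a fitted effect of over 60% in size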
Target sequence (O15648 whole entry, looked up): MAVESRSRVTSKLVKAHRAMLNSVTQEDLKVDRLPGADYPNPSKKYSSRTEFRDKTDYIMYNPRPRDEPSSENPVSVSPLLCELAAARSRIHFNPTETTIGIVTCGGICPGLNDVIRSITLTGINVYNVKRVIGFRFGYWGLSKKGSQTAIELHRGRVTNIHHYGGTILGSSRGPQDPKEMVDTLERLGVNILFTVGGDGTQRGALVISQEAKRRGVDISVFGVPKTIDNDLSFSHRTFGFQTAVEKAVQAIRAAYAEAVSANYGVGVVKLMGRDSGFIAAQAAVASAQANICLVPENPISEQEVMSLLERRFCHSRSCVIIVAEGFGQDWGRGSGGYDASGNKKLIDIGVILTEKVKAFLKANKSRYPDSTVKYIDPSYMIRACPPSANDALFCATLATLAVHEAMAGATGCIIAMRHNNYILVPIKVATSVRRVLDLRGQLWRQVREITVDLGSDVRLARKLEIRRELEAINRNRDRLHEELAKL
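Activity is normalized to no-enzyme wells (full inhibition) and 1.25 nM enzyme wells (no inhibition). Reaction: 0.5 mM F6P, 0.1 mM ATP, 45 min RT, ADP-Glo luminescence; concentration-response curves fitted and classed by quality.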
hERG WT inh: blocks the wildtype human KCNH2 potassium channel; Q12809; U2OS, BacMam KCNH2, thallium flux FluxOr; hits give low values; activity change, % at 1.84 µM; 0.37% of 340,000 active; AID 720551;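 active = maximum activity change below -70%; inconclusive = maximum activity change between -70% and -50%; inactive = maximum activity change above -50%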; note: % is set by controls: 0 for no effect and ±100 for the full control effect
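U2OS cells were transduced with wild-type KCNH2 virus (2.03 x 10^8 / mL) for 4 h at room temperature, then cultured overnight at 37 C. Thallium flux was read with FluxOr dye. Rate constants were normalized to DMSO controls.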
MLL CXXC-DNA inh: MLL CXXC-DNA interaction inhibition. AID 2662. 0.037% of 290,000 active. MLL-CXXC / FITC-HOXA9 DNA fluorescence polarization. Q03164. Potency, µM (top dose mostly 115 µM), for inactives: at the top dose activity change, negative = inhibition, actives largely listed as inhibitors; active = well fitted inhibition curve with a large enough effect in the polarisation, with a control signal flat, not every such curve was filed as active; inconclusive = small, poorly fitted or top-dose-only effect, or effect the other way, or a change in a side signal; inactive = no such curve, though single readings can be large or run the other way; the % refers to the polarisation; note: potency is the fitted concentration of half-maximal effect
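Steps: dispense CXXC domain solution (7 uM) → pin compounds or unlabeled HOX-A9 DNA control → 5 min ambient → add FLSN-HOX-A9 solution (50 nM) → spin → 30 min ambient → fluorescence polarization. Tris pH 7.5/NaCl/DTT/BSA buffer.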
A-T KAP1 phos: candidate therapy for ataxia-telangiectasia | Potency, µM (top dose mostly 57.5 µM), for inactives: at the highest dose activation, hits mostly activators | 0.19% of 320,000 active | […] A-T fibroblasts, KAP-1 phosphorylation AlphaLISA; neocarzinostatin DNA damage 30 min before lysis | AID 485349; note: potency is the fitted concentration of half-maximal effect; % of control where 0% means no effect; nearly all actives have a fitted effect of over 45% in size
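ATM-like activity read as KAP-1 phosphorylation via AlphaLISA donor/acceptor antibody pairs after lysis and 6 hr at 25C. Cells were ATM-null patient fibroblasts ([…], hTERT), dosed 60 min, then exposed to the DSB inducer NCS for 30 min.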
Chronic BCR inh: chronic active BCR signaling inhibition. ABC-DLBCL IkBa-CBG/CBR reporter, luminescence ratio, 4 h. Potency, µM (highest dose often 46.1 µM), for inactives: at the highest dose ratio change, negative = lower green/red ratio, hits mostly inhibitors. 0.05% of 340,000 active. AID 493014; active = well fitted inhibition curve with a large enough effect in the signal ratio, with a control signal flat, not every such curve was filed as active; inconclusive = small, poorly fitted or top-dose-only effect, or effect the other way, or a change in a side signal; the % refers to the signal ratio;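 note: potency is the fitted concentration of half-maximal effect; plate controls were basal doxycycline-induced cells for no effect and cells given 10 µM MG132 for full effect; MG132 reads +100%, hits lower the ratio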
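Doxycycline induced both beetle luciferases in TMD8 lymphoma cells; IKK-driven degradation limits the IkappaBalpha-fused green signal, while red luminescence normalises for cell number and nonspecific effects. Compounds tested up to 46 uM, 4 hrs.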
TSHR antagonist: blocks TSH signaling through the human TSH receptor. P16473. TSHR-expressing cells, TSH-stimulated cAMP HTRF, 2 h; hits give low values. activity change, negative = inhibition, % at 11.5 µM. 0.2% of 330,000 active;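 active = activity change below a set negative limit, meaning inhibition stronger than a set level, cut at about -70% in these data; inconclusive = activity change between two set negative limits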; note: % is set by controls: 0 for no effect and ±100 for the full control effect
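TSHR-expressing cells, 200/well, pre-treated with compound, then stimulated with EC80 TSH (4nM final) for 2 hours at 37 deg C. cAMP measured by competitive HTRF: anti-cAMP cryptate antibody in lysis buffer plus cAMP-d2, read after 30 minutes at room temperature.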
Giardia kill: kills Giardia lamblia; Giardia lamblia trophozoite viability; activity change, % at 7.66 µM, hits read low; 0.15% of 340,000 active; in the data active = activity change below about -80%; inconclusive = between about -30% and that limit;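 note: parasites exposed to compound for two days anaerobically before the ATP read; % is set by controls: 0 for no effect and ±100 for the full control effect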
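Compounds were tested on trophozoites seeded at 100 cells/well and held 48 hrs at 37 deg C anaerobically. An ATP-based luminescent kit measured the remaining live cells.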
* hit, by the source's call; ? = inconclusive; nt = not tested or not shown; [ ] = dose if it differs, or a comment. Unless noted, calls come from the whole dose curve; as a rule, active = well fitted curve in the direction sought with a large enough effect; inconclusive = small, poorly fitted or top-dose-only effect, or another doubt; inactive = no such curve, though single readings can be large; an effect the other way counts as inactive or inconclusive.

SMILES | GALK inh | TCR act | Coupling enz | Tb PFK inh | hERG WT inh | MLL CXXC-DNA inh | A-T KAP1 phos | Chronic BCR inh | TSHR antagonist | Giardia kill
Cc1ccc(S(=O)(=O)N2CCN(C(=O)COC(=O)CCOc3ccc(C(C)(C)C)cc3)CC2)cc1 | nt | -1% | nt | 1% | -7 | nt | 4% | ? | -27 | -21
CCN(Cc1ccncc1)Cc1ccc(OC)c(OC)c1 | nt | 2% | 0 | -3% | 1 | 2% | 14% | -6% | 5 | -16
O=C(NCC(=O)N(c1ccc(F)cc1)C(C(=O)NC1CCCCC1)c1ccncc1)c1ccco1 (configuration not stated) | 4% | -2% | -6 | 0% | 4 | 8% | 8% | 0% | 13 | 7
Cc1ccc(NC(=O)C2CCN(S(C)(=O)=O)CC2)c(C)c1 | -3% | 3% | 2 | 0% | -13 | -3% | -2% | 4% | -3 | 13
Cc1ccc2c(c1)N1C(=O)c3ccccc3C1C1=C(CC(C)(C)CC1=O)N2 (configuration not stated) | 1% | -14%[46.1 µM] | 1 | 6% | 5 | -4% | -1% | -6% | 11 | -7
CNC(=S)Nc1cc(C(F)(F)F)ccc1Cl | 2% | -1%[46.1 µM] | 0 | 0% | 1 | -1% | 3% | 5% | -8 | 6
CCOC(=O)C1CCN(c2cc3c(cc2NC(=O)c2ccccc2Cl)n(C)c(=O)n3C)CC1 | -4% | 1% | nt | -11% | -4 | 5% | 15% | -2% | -6 | 13
Cc1ccc2c(c1)S/C(=C/c1ccc[n+](CCO)c1)N2C | -2% | 2% | 2 | 0% | -9 | 14% | 5% | 19% | -14 | 14
O=C(C[C@H]1C/C=C\CC[C@@H](Cc2ccc(F)cc2)C(=O)OC[C@H]2CCCN2C1=O)N[C@H](CO)Cc1ccccc1 | nt | 5% | nt | 2% | 7 | nt | 2% | -4% | 7 | 19
COc1ccccc1C1=CC(=O)C[C@H](c2ccc(F)cc2)C1 | nt | 1% | nt | 2% | 0 | nt | 12% | 12% | -13 | 3
Cn1cccc1-c1nc2ccccc2[nH]1 | -4% | -1% | -3 | -3% | -3 | -1% | -8% | 1% | -9 | 14
COc1ccc2c(c1)C(SCC(=O)NCc1ccccc1)CC(C)(C)O2 (configuration not stated) | nt | -11% | 1 | -10% | -1 | 14% | 8% | 1% | 4 | 3
O=C(O)CC(CNS(=O)(=O)c1cccc2nsnc12)c1ccccc1 (configuration not stated) | -1% | 5% | -1 | 3% | 1 | 6% | -2% | -7% | 10 | 1
CCCCCc1c(C)nc(SCC(=O)O)[nH]c1=O | 0% | -6% | -4 | -5% | -17 | -6% | -5% | 2% | 1 | 12
CC(C)CN(CCCNC(=O)CN1C(=O)COc2ccc(S(=O)(=O)N3CCC(C)CC3)cc21)CC(C)C | 7% | 4% | 0 | 2% | 8 | 9% | 5% | -1% | 2 | -17
N#C/C(=C\c1ccc[nH]1)S(=O)(=O)c1ccccc1 | 0% | -2% | 0 | -7% | -8 | 22% | -6% | ? | 5 | -7
CN(CC(=O)Nc1ccc(C(N)=O)cc1)CC(=O)Nc1ccccc1Cl | -1% | -9%[46.1 µM] | -1 | -3% | 0 | -6% | -1% | 0% | 0 | -1
Cc1ccccc1NC(=S)NCCc1ccccc1 | 2% | 3%[46.1 µM] | 5 | 2% | 0 | -3% | nt | -3% | 21 | -15
Cc1ccc(S(=O)(=O)N2CCN(C(=O)CN3CCOCC3)C2)cc1 | 6% | 0% | 2 | -7% | -6 | 4% | -6% | -4% | 8 | -5
Cc1nn(Cc2n[nH]c(=S)n2Cc2ccccc2)c(C)c1Cl | -2% | -6% | 2 | -2% | nt | 13% | nt | 1% | 6 | 3

Results in Chronic BCR inh (2 entries from above):
Structure	Chronic BCR inh
Cc1ccc(S(=O)(=O)N2CCN(C(=O)CN3CCOCC3)C2)cc1	-4%
CCN(Cc1ccncc1)Cc1ccc(OC)c(OC)c1	-6%

The main list resumes with the 2 entries that preceded the break.
SMILES | GALK inh | TCR act | Coupling enz | Tb PFK inh | hERG WT inh | MLL CXXC-DNA inh | A-T KAP1 phos | Chronic BCR inh | TSHR antagonist | Giardia kill
Cc1ccc(S(=O)(=O)N2CCN(C(=O)CN3CCOCC3)C2)cc1 | 6% | 0% | 2 | -7% | -6 | 4% | -6% | -4% | 8 | -5
Cc1nn(Cc2n[nH]c(=S)n2Cc2ccccc2)c(C)c1Cl | -2% | -6% | 2 | -2% | nt | 13% | nt | 1% | 6 | 3
O=C(CN1C(=O)S/C(=C\c2ccc(F)cc2)C1=O)Nc1cccc(S(=O)(=O)NCc2ccco2)c1 | -1% | 1% | 2 | -1% | 0 | -7% | 4% | ? | -3 | 6
COc1ccc(C=O)cc1OC(=O)N1CCOCC1 | 3% | 1% | 3 | 2% | 1 | -4% | -11% | -2% | -3 | 13
N#CC1=C(N)Oc2c(ccc3ccccc23)C1c1cccs1 (configuration not stated) | 1% | 16% | -29 | -6% | -12 | 13% | 4% | 7% | 10 | 6
COc1ccc(OC)c(/C=N/NC(=O)CN2CCSCC2)c1 | 2% | -1%[46.1 µM] | 1 | 0% | 5 | 0% | -2% | 2% | -5 | -6
COc1cc(/C=C/C(=O)O)cc(S(=O)(=O)NCCO)c1OC | 1% | -8%[46.1 µM] | 0 | -1% | -1 | -1% | 2% | 7% | 15 | -9
Cc1ccc(C(=O)OCC(=O)NC(=O)c2cccn2C)cc1 | 4% | -1% | 2 | 3% | -6 | -3% | 25% | ? | -6 | -17
CCn1c(=O)c(C(=O)Nn2c(C)nc3ccccc3c2=O)c(O)c2ccccc21 | -1% | 8% | -1 | 1% | 0 | -21% | 9% | -4% | -9 | -8
COc1ncc(-c2ccc3c(c2)S(=O)(=O)c2cccc(C(=O)O)c2C3=O)cn1 | nt | -7% | nt | 1% | -9 | nt | 0% | -6% | -3 | 8
COC(=O)CN1C(=S)N(c2ccc(F)cc2)C(=O)C1CC(=O)Nc1ccc(F)cc1 (configuration not stated) | 0% | 3% | 1 | 1% | -9 | 4% | -9% | -2% | 5 | -3
COc1ccc(Br)cc1CNC(=O)CCN1C(=O)COc2ccccc21 | -3% | nt | -3 | -1% | -25 | -5% | 2% | -3% | 2 | -8
CC[n+]1ccc(C[n+]2ccccc2)c2ccccc21 | 0% | -5%[46.1 µM] | -32* | -6% | 16 | -8% | 0% | 0% | 0 | -25
CCOc1ccc(N(CC(=O)NC2CCCCC2)C(=O)CCC(=O)Nc2nc(C)cs2)cc1 | -5% | 5% | 1 | 0% | 26 | 6% | 1% | 0% | -1 | 12
O=C(NCc1ccccc1)c1ccc(CN(c2ccccn2)S(=O)(=O)c2ccccc2)cc1 | 1% | 0% | -3 | -6% | 4 | -9% | 2% | ? | 5 | 9
CCOC(=O)c1c(C)[nH]c(=S)c(C#N)c1-c1ccc(OC)cc1 | -2% | 0% | 4 | -6% | -15 | -5% | 4% | 11% | -11 | -9
CCc1nccn1CCC(=O)N1CCCC(N2CCN(c3cccc(Cl)c3)CC2)C1 (configuration not stated) | -3% | -2% | nt | 2% | 7 | 9% | 4% | 8% | 13 | 15
Clc1ccc(-c2nnc(SCc3nc4ccccc4[nH]3)o2)c(Cl)c1 | 1% | 2%[46.1 µM] | 1 | -2% | 8 | 9% | nt | -3% | -23 | 16
COc1ccc(C(=O)N2CCOC2CNC(=O)C(=O)NCCc2ccc(OC)c(OC)c2)cc1 (configuration not stated) | 4% | 5% | 1 | 0% | -7 | 4% | 1% | 1% | 5 | -4
O=C1CCCc2cc(S(=O)(=O)N3CCC(C(=O)NCc4ccccc4)CC3)ccc2N1 | -1% | -3% | -1 | -3% | -14 | 10% | -4% | 2% | 2 | -2
CC1CCCCC12NC(=O)N(CC(=O)c1ccc3c(c1)OCO3)C2=O (configuration not stated) | nt | -7% | nt | 3% | -1 | nt | -13% | -13% | 10 | 1

An excerpt from above in order of the TCR act value, lowest first.
canonical_smiles | GALK inh | TCR act | MLL CXXC-DNA inh | TSHR antagonist
COc1ncc(-c2ccc3c(c2)S(=O)(=O)c2cccc(C(=O)O)c2C3=O)cn1 | nt | -7% | nt | -3
CCc1nccn1CCC(=O)N1CCCC(N2CCN(c3cccc(Cl)c3)CC2)C1 (configuration not stated) | -3% | -2% | 9% | 13
CCOC(=O)c1c(C)[nH]c(=S)c(C#N)c1-c1ccc(OC)cc1 | -2% | 0% | -5% | -11
CCOc1ccc(N(CC(=O)NC2CCCCC2)C(=O)CCC(=O)Nc2nc(C)cs2)cc1 | -5% | 5% | 6% | -1
N#CC1=C(N)Oc2c(ccc3ccccc23)C1c1cccs1 (configuration not stated) | 1% | 16% | 13% | 10

Hits appear at their usual frequency, and some 1.6% of all compounds hit somewhere here.
